Assay outcomes deposited in PubChem by several laboratories.
T cell modulator = T cell immune modulators affecting CD8 T cell-vesicle binding; hit rate 0.068% among 330,000; calls only at 7 µM; AID 2052; 2C CD8+ T cell-vesicle binding, flow cytometry; active compounds read low;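 active = response, share of CD8 T cells binding vesicles, and their 90th percentile fluorescence all below set limits, cut at about 80% in these data, passing the limit was not always enough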
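Assay system: 2C TCR transgenic mouse naive CD8+ T cells, MACS-purified | Read-out: CD8+ gate FL2 mean fluorescence as % of same-row positive control | Signal: High-throughput flow cytometry with anti-B7-1 and anti-CD8 staining | Timing: Binding step 1.5 h, 37 °C, antibody labelling 20 min, ice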
GPR55 activation = GPR55 agonists via beta-arrestin recruitment, primary screen, imaging, U2OS cells, beta-arrestin-GFP redistribution (AID 1961) | hit rate 0.048% among 290,000 | activation, % at 10 µM, or EC50 in µM where a hit was titrated | U2OS GPR55 beta-arrestin-GFP redistribution imaging; higher % means a stronger effect;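 active = activation above 40% with more than 50 cells counted in the well; inconclusive = wells holding fewer than 50 cells, flagged as toxic or sparse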;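 note: U2OS osteosarcoma cells stably expressing GPR55 and beta-arrestin-GFP; plate controls were DMSO negative control for no effect and LPI positive control for full effect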
West Nile virus CPE = inhibition of WNV-induced cytopathic effect – cell-based, CPE readout (AID 1621); West Nile virus-infected cells, CPE inhibition; higher % means a stronger effect; one-dose CPE inhibition, % at 10 µM; IC50 in µM for titrated hits; hit rate 0.02% among 290,000; in the data active = a potency from the dose series; inconclusive = CPE inhibition mostly from about 3.7% at the one dose, without a potency; inactive = the rest, 99 in 100 with CPE inhibition below about 2.2%; note: strong numbers were not always called active
KOR beta-arrestin-1 = kappa opioid receptor activators – cell-based, luminescence, uHTS, primary screen (AID 1777); KOR beta-arrestin recruitment, luminescence; higher % means a stronger effect; activation, % at 10 µM, or EC50 in µM where a hit was titrated; hit rate 0.02% among 280,000; in the data active = activation above about 50%, passing the limit was not always enough; note: a part of the inactive calls stands beside numbers as strong as those of hits
KOR beta-arrestin-2 = KOR antagonists, beta-arrestin recruitment, cell-based, luminescence, uHTS (AID 1778); KOR beta-arrestin recruitment, luminescence, antagonist mode; higher % means a stronger effect; inhibition, % at 10 µM; hits with a dose series show IC50 in µM; hit rate 0.091% among 290,000; in the data active = inhibition above about 50%; note: strong numbers were not always called active
NTR1 agonist = agonists of NTR1, primary screen, imaging, U2OS cells, beta-arrestin-GFP, high content (AID 493036). P30989. activation, % at 20 µM. hit rate 0.17% among 330,000. NTR1-U2OS beta-arrestin-GFP spot imaging, agonist mode;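 active = activation at or above 40% of the spot to cytoplasm intensity ratio, with at least 20 cells analyzed; inconclusive = wells under 20 cells, flagged as cytotoxic or low count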;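 note: 0% = DMSO without peptide and 100% = 100 nM NTR1 peptide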
Target sequence (P30989 whole entry, looked up): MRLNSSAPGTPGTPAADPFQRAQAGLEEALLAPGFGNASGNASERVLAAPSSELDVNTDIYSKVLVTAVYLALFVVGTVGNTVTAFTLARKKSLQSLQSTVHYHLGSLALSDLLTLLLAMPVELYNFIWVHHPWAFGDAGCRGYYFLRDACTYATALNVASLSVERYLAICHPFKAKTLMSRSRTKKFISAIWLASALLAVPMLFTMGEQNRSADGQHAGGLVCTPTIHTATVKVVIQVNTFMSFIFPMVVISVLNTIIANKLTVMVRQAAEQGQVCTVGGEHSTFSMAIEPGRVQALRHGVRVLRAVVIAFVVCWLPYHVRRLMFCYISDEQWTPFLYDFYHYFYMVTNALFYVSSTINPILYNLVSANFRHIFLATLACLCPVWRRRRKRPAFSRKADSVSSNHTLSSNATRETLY
GPR35 antagonists = GPR35 antagonists blocking zaprinast-driven arrestin recruitment, primary screen, imaging, U2OS, beta-arrestin-GFP, zaprinast agonist (AID 2058) | U2OS GPR35 beta-arrestin-GFP translocation imaging, zaprinast antagonism; higher % means a stronger effect | inhibition, % at 10 µM; hits with a dose series show IC50 in µM | hit rate 0.052% among 290,000;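 active = inhibition of at least 50% with at least 30 cells and total cytoplasm GFP at most 10,000,000; inconclusive = under 30 cells or total GFP of 10,000,000 plus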
Salmonella PhoP GFP = PhoP-dependent GFP reporter repression – Salmonella Typhimurium, primary screen (AID 1863). one-dose inhibition, % at 50 µM; IC50 in µM for titrated hits. S. Typhimurium PhoP-regulated promoter GFP reporter, 4 h; higher % means a stronger effect. hit rate 0.16% among 300,000;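 active = inhibition over 29.93%, a cutoff 3 SD above the screen mean, later confirmed by dose response; inconclusive = inhibition over 29.93% but no dose response follow-up; inactive = inhibition at most 29.93% or unconfirmed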;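 note: 0% = low Mg2+ inducing control and 100% = high Mg2+ repressing control; strong numbers were not always called active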
GPR55 LPI antagonism = inhibition of LPI-stimulated GPR55 beta-arrestin translocation – imaging, U2OS, beta-arrestin-GFP, LPI agonist, primary screen (AID 2013) | U2OS GPR55 beta-arrestin-GFP translocation imaging, LPI antagonism; higher % means a stronger effect | inhibition, % at 10 µM, or IC50 in µM where a hit was titrated | hit rate 0.13% among 290,000;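 active = spots per cell inhibited over 60%, with over 100 cells counted and total cytoplasm intensity under 500,000; inconclusive = wells with under 100 cells, flagged as likely toxic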;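 note: U2OS cells stably carrying GPR55 and arrestin-GFP stimulated by 5 µM LPI near EC80; imaged beta-arrestin-GFP aggregate spots per cell after agonist stimulation; plate controls were LPI-stimulated DMSO wells for no effect and DMSO wells without LPI for full effect; some results filed as inactive read as strong as hits; confirmed hits need IC50 under 10 µM and bright autofluorescent wells are also inconclusive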
T cell modulator vesicle-bound % = further read-out of T cell modulator, marked with its call; double positive events, %; measured here: CD8+ vesicle-bound cell fraction;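 binding gate set so that unloaded-vesicle control wells show 10% double positive cells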
NTR1 agonist cell count 20 µM = recorded beside NTR1 agonist, whose call it bears; cell count; measured here: cell count, cytotoxicity flag
An asterisk follows results filed as active; [ ] = dose if it differs, or a comment.

How did C=CCNC(=O)CSc1nnc(-c2ccncc2)n1CCc1ccccc1 do in these assays?
T cell modulator: inactive; GPR55 activation: -0.3%; West Nile virus CPE: -0.2%; KOR beta-arrestin-1: -2.0%; KOR beta-arrestin-2: 3%; NTR1 agonist: 3.0; GPR35 antagonists: 2%; Salmonella PhoP GFP: -1%; GPR55 LPI antagonism: 1%; T cell modulator vesicle-bound %: 31; NTR1 agonist cell count 20 µM: 46

What do the screens show for `Fc1ccccc1COc1ccc2ccccc2c1CNc1nn[nH]n1`?
T cell modulator: inactive; GPR55 activation: -0.2%; West Nile virus CPE: -0.4%; KOR beta-arrestin-1: 0.4%; KOR beta-arrestin-2: -28%; NTR1 agonist: 1.1; GPR35 antagonists: 7%; Salmonella PhoP GFP: -15%; GPR55 LPI antagonism: -3%; T cell modulator vesicle-bound %: 47; NTR1 agonist cell count 20 µM: 88

How did Cc1ccc(S(=O)(=O)N/N=C\c2ccc3c(c2)OCO3)cc1 do in these assays?
T cell modulator: inactive; GPR55 activation: 0.0%; West Nile virus CPE: -0.6%; KOR beta-arrestin-1: 0.4%; KOR beta-arrestin-2: 1%; NTR1 agonist: 2.3; GPR35 antagonists: 3%; Salmonella PhoP GFP: 0%; T cell modulator vesicle-bound %: 27; NTR1 agonist cell count 20 µM: 44

How did Cc1cc(C(=O)CN2C(=O)NC3(CCCc4ccccc43)C2=O)c(C)n1Cc1ccco1 (centres undefined) do in these assays?
GPR55 activation: -0.1%; West Nile virus CPE: -0.4%; KOR beta-arrestin-1: -4.9%; KOR beta-arrestin-2: 37%; GPR35 antagonists: 8%; Salmonella PhoP GFP: 2%; GPR55 LPI antagonism: 4%

Results for CCC(Sc1nc2ncccc2[nH]1)C(=O)NC1CCC(C)CC1 (centres undefined) ?
T cell modulator: inactive; GPR55 activation: -0.2%; West Nile virus CPE: -1.3%; KOR beta-arrestin-1: -2.1%; KOR beta-arrestin-2: 12%[20 µM]; NTR1 agonist: 0.4; GPR35 antagonists: 8%; GPR55 LPI antagonism: 17%; T cell modulator vesicle-bound %: 46; NTR1 agonist cell count 20 µM: 78

How did Cc1csc(NC(=O)c2cc(=O)[nH]c3ccccc23)n1 do in these assays?
T cell modulator: inactive; GPR55 activation: -0.1%; West Nile virus CPE: -0.2%; KOR beta-arrestin-1: 4.4%; KOR beta-arrestin-2: 19%; NTR1 agonist: 0.4; GPR35 antagonists: 13%; Salmonella PhoP GFP: -4%; GPR55 LPI antagonism: 2%; T cell modulator vesicle-bound %: 11; NTR1 agonist cell count 20 µM: 58

What do the screens show for `CCOC(=O)C1CCCN(Cc2cc(OC)c(O)c(OC)c2)C1` (centres undefined)?
T cell modulator: inactive; GPR55 activation: 0.2%; West Nile virus CPE: 0.3%; KOR beta-arrestin-1: -3.9%; KOR beta-arrestin-2: 33%; NTR1 agonist: 0.3; GPR35 antagonists: -1%; Salmonella PhoP GFP: 12%; GPR55 LPI antagonism: 12%; T cell modulator vesicle-bound %: 46; NTR1 agonist cell count 20 µM: 76

What do the screens show for `N#C/C(=C/c1ccc(F)cc1)C(N)=S`?
T cell modulator: inactive; GPR55 activation: -0.4%; West Nile virus CPE: 0.2%; KOR beta-arrestin-1: 0.5%; KOR beta-arrestin-2: -47%; NTR1 agonist: 0.2; GPR35 antagonists: 9%; Salmonella PhoP GFP: 11%; GPR55 LPI antagonism: 4%; T cell modulator vesicle-bound %: 26; NTR1 agonist cell count 20 µM: 41

What do the screens show for `CCCCCNC(=O)Cn1c(=O)c2c(ncn2CC(C)C)n(Cc2ccccc2)c1=O`?
T cell modulator: inactive; GPR55 activation: -0.1%; West Nile virus CPE: -1.1%; KOR beta-arrestin-1: -0.3%; KOR beta-arrestin-2: -8%; NTR1 agonist: 0.0; GPR35 antagonists: 10%; Salmonella PhoP GFP: 5%; GPR55 LPI antagonism: -1%; T cell modulator vesicle-bound %: 53; NTR1 agonist cell count 20 µM: 57

How did COc1ccc(NC(=O)CSc2nnc(C)c(=O)n2N)cc1 do in these assays?
T cell modulator: inactive; GPR55 activation: -0.1%; West Nile virus CPE: 0.2%; KOR beta-arrestin-1: 2.1%; KOR beta-arrestin-2: -5%; NTR1 agonist: 3.0; GPR35 antagonists: 10%; Salmonella PhoP GFP: -1%; GPR55 LPI antagonism: 10%; T cell modulator vesicle-bound %: 63; NTR1 agonist cell count 20 µM: 51

What do the screens show for `CCOc1cc(/C=C2\C(=O)N(Cc3ccco3)C(C)=C2C(=O)OC)ccc1O`?
T cell modulator: inactive; GPR55 activation: 0.6%; West Nile virus CPE: -0.3%; KOR beta-arrestin-1: -3.2%; KOR beta-arrestin-2: -15%[20 µM]; NTR1 agonist: 2.4; GPR35 antagonists: -5%; Salmonella PhoP GFP: -4%; GPR55 LPI antagonism: -1%; T cell modulator vesicle-bound %: 58; NTR1 agonist cell count 20 µM: 47

Results for CCCCCNC(=O)c1ccc2c(=O)n(CCCOCC)c(=S)[nH]c2c1 ?
T cell modulator: inactive; GPR55 activation: 0.5%; West Nile virus CPE: 0.4%; KOR beta-arrestin-1: -8.1%; KOR beta-arrestin-2: 10%; NTR1 agonist: -1.9; GPR35 antagonists: -16%; Salmonella PhoP GFP: 7%; GPR55 LPI antagonism: 5%; T cell modulator vesicle-bound %: 47; NTR1 agonist cell count 20 µM: 52

How did C[N+]1(C2CCC3CCCC2C3O)CCCC1 (centres undefined) do in these assays?
T cell modulator: inactive; GPR55 activation: -0.3%; West Nile virus CPE: 0.6%; KOR beta-arrestin-1: 0.7%; KOR beta-arrestin-2: 36%; NTR1 agonist: 0.7; GPR35 antagonists: 16%; Salmonella PhoP GFP: inconclusive; GPR55 LPI antagonism: 13%; T cell modulator vesicle-bound %: 0; NTR1 agonist cell count 20 µM: 43

What do the screens show for `Cc1ccc(C)c(C(=O)N(C)CC(=O)Nc2ccccc2C(F)(F)F)c1`?
T cell modulator: inactive; GPR55 activation: 1.1%; West Nile virus CPE: -0.1%; KOR beta-arrestin-1: 1.3%; KOR beta-arrestin-2: -5%; NTR1 agonist: -1.0; GPR35 antagonists: 1%; Salmonella PhoP GFP: 7%; GPR55 LPI antagonism: 13%; T cell modulator vesicle-bound %: 27; NTR1 agonist cell count 20 µM: 50

How did C=CCOc1ccc(/C(O)=C2/C(=O)C(=O)N(CCN3CCOCC3)C2c2ccc(C)cc2)cc1 (centres undefined) do in these assays?
T cell modulator: inactive; GPR55 activation: 0.2%; West Nile virus CPE: 0.2%; KOR beta-arrestin-1: 3.1%; KOR beta-arrestin-2: -16%; NTR1 agonist: -0.8; GPR35 antagonists: 8%; Salmonella PhoP GFP: -17%; GPR55 LPI antagonism: 2%; T cell modulator vesicle-bound %: 63; NTR1 agonist cell count 20 µM: 91

What do the screens show for `COc1ccc(OC)c(NC(=O)Nc2cccc(Cn3cccn3)c2)c1`?
T cell modulator: inactive; GPR55 activation: 0.2%; West Nile virus CPE: 0.3%; KOR beta-arrestin-1: 0.1%; KOR beta-arrestin-2: -7%; NTR1 agonist: -1.8; GPR35 antagonists: -6%; Salmonella PhoP GFP: 4%; GPR55 LPI antagonism: -1%; T cell modulator vesicle-bound %: 36; NTR1 agonist cell count 20 µM: 57

Results for C=CCn1c(-c2ccccc2)cc(SC)c(C#N)c1=O ?
T cell modulator: inactive; GPR55 activation: 0.8%; West Nile virus CPE: 0.2%; KOR beta-arrestin-1: -0.1%; KOR beta-arrestin-2: 3%; NTR1 agonist: 6.0; GPR35 antagonists: 5%; Salmonella PhoP GFP: -4%; GPR55 LPI antagonism: 0%; T cell modulator vesicle-bound %: 55; NTR1 agonist cell count 20 µM: 32

What do the screens show for `CCS(=O)(=O)NCc1cn2c(C)csc2n1`?
T cell modulator: inactive; GPR55 activation: 0.0%; West Nile virus CPE: 0.3%; KOR beta-arrestin-1: 3.9%; KOR beta-arrestin-2: -21%; NTR1 agonist: -0.4; GPR35 antagonists: 9%; Salmonella PhoP GFP: -2%; GPR55 LPI antagonism: 27%; T cell modulator vesicle-bound %: 14; NTR1 agonist cell count 20 µM: 49

Results for COc1ccc(-n2nnnc2/C(=C/N(C)C)C(=O)c2ccccc2)cc1 ?
T cell modulator: inactive; GPR55 activation: -0.1%; West Nile virus CPE: 0.0%; KOR beta-arrestin-1: 3.2%; KOR beta-arrestin-2: -5%; NTR1 agonist: -1.0; GPR35 antagonists: 4%; Salmonella PhoP GFP: -2%; GPR55 LPI antagonism: 8%; T cell modulator vesicle-bound %: 44; NTR1 agonist cell count 20 µM: 47

Results for COc1ccc(CNC(=O)C(C#N)c2nc3ccccc3nc2N2CCCC2)cc1 (centres undefined) ?
T cell modulator: inactive; GPR55 activation: 0.0%; West Nile virus CPE: -0.1%; KOR beta-arrestin-1: 3.4%; KOR beta-arrestin-2: -39%; NTR1 agonist: -1.7; GPR35 antagonists: 19%; Salmonella PhoP GFP: -14%; GPR55 LPI antagonism: 7%; T cell modulator vesicle-bound %: 22; NTR1 agonist cell count 20 µM: 47

What do the screens show for `CC1CCN(S(=O)(=O)c2ccc(S(=O)(=O)NCc3ccco3)cc2)CC1`?
T cell modulator: inactive; GPR55 activation: 0.3%; West Nile virus CPE: 0.4%; KOR beta-arrestin-1: -7.6%; KOR beta-arrestin-2: 28%; NTR1 agonist: 1.8; GPR35 antagonists: -14%; Salmonella PhoP GFP: -5%; GPR55 LPI antagonism: 6%; T cell modulator vesicle-bound %: 21; NTR1 agonist cell count 20 µM: 58

What do the screens show for `CC(C)CNC(=S)Nc1ccc(F)cc1`?
T cell modulator: inactive; GPR55 activation: -0.3%; West Nile virus CPE: -0.1%; KOR beta-arrestin-1: 5.5%; KOR beta-arrestin-2: 16%; NTR1 agonist: 1.0; GPR35 antagonists: -4%; Salmonella PhoP GFP: -5%; GPR55 LPI antagonism: -8%; T cell modulator vesicle-bound %: 29; NTR1 agonist cell count 20 µM: 55
